Compound activity deposited in PubChem BioAssay by several laboratories.
KCNQ1 inh = blocks the human KCNQ1 potassium channel. CHO-K1 KCNQ1, FluxOR thallium flux fluorescence; active compounds read high. 1.3% of 310,000 active. P51787. B-score at 10 µM;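 active means compounds whose thallium flux B-score, printed positive for inhibition, exceeds three library SD while starting fluorescence stays within three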;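 further: channel opened by potassium depolarization with thallium stimulus after 20 min compound exposure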
KCNK9 inh = inhibitors of human KCNK9 two-pore domain potassium channel; 1.2% of 310,000 active; Q9NPC2; AID 488922; HEK293 KCNK9, FluxOR thallium flux fluorescence; active compounds read low; B-score at 10 µM;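 active means ratio B-score over 3 SD below the library mean, with starting fluorescence within 5 SD of its mean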;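 further: negative B-score means less thallium flux so channel inhibition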
Target sequence (Q9NPC2 whole entry, looked up, the tested form may be a part): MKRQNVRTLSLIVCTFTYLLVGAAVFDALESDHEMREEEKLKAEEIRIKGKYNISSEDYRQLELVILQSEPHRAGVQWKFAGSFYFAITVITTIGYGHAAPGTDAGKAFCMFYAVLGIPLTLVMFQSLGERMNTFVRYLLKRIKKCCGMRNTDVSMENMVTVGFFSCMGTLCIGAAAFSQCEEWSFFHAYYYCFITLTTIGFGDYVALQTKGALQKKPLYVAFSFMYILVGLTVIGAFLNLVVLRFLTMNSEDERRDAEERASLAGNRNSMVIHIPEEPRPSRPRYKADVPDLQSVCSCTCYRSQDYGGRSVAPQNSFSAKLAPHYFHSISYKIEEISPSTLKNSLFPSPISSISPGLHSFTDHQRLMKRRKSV
TMEM16A act = mouse TMEM16A channel activation, primary screen; Q8BHY3; HEK293 TMEM16A/YFP-H148Q/I152L, iodide quench fluorescence; active compounds read low; B-score at 10 µM; 0.3% of 340,000 active; AID 623877;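 active means fluorescence-ratio B-score plate-corrected deviation score at least 3 library SD below zero, with starting fluorescence score within 5 deviations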;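 further: channel opened by trigger with iodide after compound preincubation; score built on the fluorescence ratio of max minus min over baseline; more negative score means more quench and so TMEM16A activation or potentiation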
RGS4 pot = potentiators or activators of RGS4 | 0.92% of 310,000 active | B-score at 10 µM | AID 463111 | HEK293 M3R/inducible RGS4, carbachol calcium flux Fluo4; active compounds read low;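 active means B-score of the integrated calcium signal more than 4 SD below the library mean, with starting fluorescence not abnormally high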;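 further: negative B-score means reduced calcium response which marks RGS4 activation or potentiation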
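test system = M3R-expressing HEK293 line, RGS4 induced by doxycycline | probe or stimulus = carbachol at ECmax as muscarinic agonist stimulus | timing = dye loading 30 min 37 °C, buffer rest 30 min RT | signal = calcium dye Fluo4 fluorescence | evaluation = B score from integrated fluorescence ratio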
TMEM16A inh = inhibitors of mouse TMEM16A calcium-activated chloride channel; Q8BHY3; HEK293 TMEM16A/YFP iodide influx fluorescence, ionomycin; normalized B-score (activity score, 25-100; higher = stronger inhibition) at 10 µM; 1.2% of 310,000 active; AID 588511;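 active means ratio plate-corrected score three or more library SD toward inhibition, starting fluorescence score within five deviations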;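 further: score derived from kinetic fluorescence span divided by baseline fluorescence per well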
HDAC3 inh = blocks human histone deacetylase 3 | O15379 | recombinant HDAC3, fluorogenic peptide/trypsin coupled, fluorescence | inhibition, % at 8.3 µM | 0.15% of 320,000 active; in the data active means inhibition above about 26%, passing the limit was not always enough
Target sequence (O15379 whole entry, looked up): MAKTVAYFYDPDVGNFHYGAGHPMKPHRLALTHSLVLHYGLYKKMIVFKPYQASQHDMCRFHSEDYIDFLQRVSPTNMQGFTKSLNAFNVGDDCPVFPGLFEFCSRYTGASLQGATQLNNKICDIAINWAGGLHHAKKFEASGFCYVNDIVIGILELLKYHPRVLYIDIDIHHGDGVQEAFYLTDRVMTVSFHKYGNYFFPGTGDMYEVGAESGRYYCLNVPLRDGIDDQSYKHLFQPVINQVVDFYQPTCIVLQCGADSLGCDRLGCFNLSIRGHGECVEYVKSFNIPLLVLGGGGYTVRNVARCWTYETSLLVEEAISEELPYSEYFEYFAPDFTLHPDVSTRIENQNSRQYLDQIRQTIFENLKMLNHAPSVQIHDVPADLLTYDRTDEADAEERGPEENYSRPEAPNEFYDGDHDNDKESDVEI
KCNK3 block = human KCNK3 channel inhibition, primary screen; 0.84% of 340,000 active; B-score at 10 µM; CHO-KCNK3 thallium flux, FluxOR fluorescence; active compounds read low; AID 602410; O14649;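 active means B-score under library mean minus 4 SD, starting fluorescence ratio at most library mean plus 5 SD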;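 further: more negative B-score means stronger inhibition of thallium flux through KCNK3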
RGS4 inh = inhibitors of human RGS4. P49798. AID 463165. B-score at 10 µM. 0.45% of 310,000 active. HEK293 M3R/RGS4 inducible, Fluo-4 calcium flux; active compounds read high; triggered by carbachol at its EC20;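 active means B-score, a plate-corrected calcium signal, over three deviations above library mean, with baseline fluorescence within five deviations of library mean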;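 further: RGS4 expression induced by doxycycline in cells with stable M3 receptor; B-score is computed from the integrated fluorescence ratio over baseline after carbachol; higher B-score means a larger calcium signal and so more RGS4 inhibition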
Target sequence (P49798 whole entry, looked up): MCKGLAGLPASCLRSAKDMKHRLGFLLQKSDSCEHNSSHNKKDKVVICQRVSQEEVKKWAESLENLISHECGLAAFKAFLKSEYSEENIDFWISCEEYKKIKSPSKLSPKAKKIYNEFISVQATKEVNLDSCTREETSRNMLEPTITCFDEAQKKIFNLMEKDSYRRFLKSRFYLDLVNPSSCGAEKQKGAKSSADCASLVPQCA
KCNQ1 act = potentiates or activates the human KCNQ1 potassium channel; 0.35% of 310,000 active; P51787; B-score at 10 µM; CHO-K1 KCNQ1, thallium flux FluxOR fluorescence; active compounds read high;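 active means fluorescence ratio B-score, a plate-corrected score, at least three library SD, with initial intensity B-score within 5 SD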
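Material: CHO-K1 cells stably expressing KCNQ1. Medium: assay buffer for compound exposure, DMSO matched across wells. Reagent: K+/Tl+ depolarizing stimulus. Compound dosing: single-concentration screen. Times: 37 °C overnight plating, 90-min dark dye load, 20-min compound pretreatment. Technique: FluxOR Tl+ flux fluorescence.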
SKKanGAS inh = inhibitors of SKKanGAS S. pyogenes growth in kanamycin (SK-promoter or general growth effect); BacTiter-Glo, 6 h; inhibition, % at 7.5 µM; 1.3% of 300,000 active;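 active means mean replicate score, as percent of positive control median, at least 50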;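 further: strain carries kanamycin resistance gene driven by streptokinase promoter and grows in 40 µg/ml kanamycin; loss of luminescence reflects streptokinase promoter inhibition or plain growth inhibition; 0% = median of DMSO wells and 100% = positive control at its reference dose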
hERG protect = compounds protecting human hERG from proarrhythmic drug block | Q12809 | CHO-hERG, FluxOR thallium flux, dofetilide IC70 present | activation (rescue from dofetilide block), less the hit threshold, % at 10 µM | 0.51% of 310,000 active | AID 1511;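 active means activation above the mean of controls blocked by dofetilide plus 5 SD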;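 further: thallium influx through hERG after potassium depolarization seen as dye fluorescence rise; in these data hits start at about 4.7%; inactives centre near -7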
The depositor's hits bear a star; i = inactive; · = no result given.

SMILES	KCNQ1 inh	KCNK9 inh	TMEM16A act	RGS4 pot	TMEM16A inh	HDAC3 inh	KCNK3 block	RGS4 inh	KCNQ1 act	SKKanGAS inh	hERG protect
N#C/C(=C\c1c[nH]c2ccccc12)c1nnc2n1CCCCC2	i	i	i	i	i	7	i	i	i	-17	-5
CC(C)Oc1ccc(S(=O)(=O)N2CCCCC2)cc1NC(=O)CC1OC(=O)c2ccccc21 (stereo not drawn)	i	i	i	i	i	-2	i	i	i	2	-6
COc1cccc(NC(=S)Nc2ccc(Br)cc2Cl)c1	i	i	i	i	i	1	i	i	i	-15	-10
CCOC(=O)CN1C(=O)CC(c2ccc([N+](=O)[O-])cc2)C1=O (stereo not drawn)	i	i	i	i	i	5	i	i	i	2	-9
CCCn1c(=O)c2c(nc3n2CC(C)CN3Cc2ccccc2)n(C)c1=O (stereo not drawn)	i	i	i	i	i	4	i	i	i	-4	-6
Cc1ccc(NC(=O)CC2C(=O)NCCN2C(=O)c2ccc(F)cc2)cc1 (stereo not drawn)	i	i	i	i	i	-2	i	i	i	-2	-7
O=C(N(c1ccccn1)c1ccccn1)C12CC3CC(CC(Cl)(C3)C1)C2	i	i	i	i	i	-6	i	i	i	-5	-10
CCc1ccc(C(=O)C(C)OC(=O)c2nn(C)c(=O)c3ccccc23)cc1 (stereo not drawn)	i	i	i	i	i	3	i	i	i	13	-18
COc1cccc(C(NC(=O)c2ccccc2F)NC(=O)c2ccccc2F)c1	i	i	i	i	i	-8	i	i	i	-2	-12
COCCCNC(=O)CCc1ccccc1	i	i	i	i	i	-1	i	i	i	-12	-8
c1ccc(Cn2ncc3c(N4CCN(C(c5ccccc5)c5ccccc5)CC4)ncnc32)cc1	10*	i	i	i	i	-5	i	i	i	14	9.4*
Cc1cccc(C(=O)OCC(=O)Nc2nccs2)c1	i	i	i	i	i	-6	i	i	i	-1	-8
O=C(COc1ccc(Cl)cc1)NCCc1ccccn1	i	i	i	i	i	-2	i	i	i	-3	-1
Cc1nn(C)cc1C(=O)Nc1c(C)nn(Cc2ccccc2Cl)c1C	i	i	i	i	i	0	i	i	i	-5	-8
Cc1ncsc1CCOC(=O)c1ccc([N+](=O)[O-])cc1	i	i	i	i	i	0	i	i	i	1	-6
O=C(CNc1cccc2ccccc12)N/N=C/c1ccc([N+](=O)[O-])cc1	i	i	i	i	i	1	i	i	i	·	-6
Cc1ccc(/C(N)=N/OC(=O)CCC2CCCCC2)cc1	i	i	i	i	i	8	i	i	i	3	-19
COc1ccc(N(C(=O)c2cc3ccccc3oc2=O)C2C=CS(=O)(=O)C2)c(OC)c1 (stereo not drawn)	i	i	i	i	i	7	i	i	i	4	-13
COc1cccc(NC(=S)NCc2ccncc2)c1	i	i	i	i	i	4	i	i	i	0	-5
O=C(CN1CCN(C(=O)C2CCCO2)CC1)Nc1ccc(Cl)c(Cl)c1 (stereo not drawn)	i	i	i	i	i	-9	i	i	i	-10	-1
Cc1ccc(S(=O)(=O)c2c(C(=O)c3ccccc3)cnc3cc4c(cc23)OCCO4)cc1	i	i	i	i	i	9	i	i	i	3	-2
CCn1ccnc1CNC(=O)CC1C(=O)NCCN1CC(c1ccccc1)c1ccccc1 (stereo not drawn)	i	i	i	i	i	-1	i	i	i	-5	-6
CC(C)(C)C1CCC2(CC1)C(Nc1cccc(C(F)(F)F)c1)=NC(=S)N2CC#N (stereo not drawn)	i	i	i	i	i	-2	i	i	i	-12	-8
COc1ccc(CN2CCC(C(=O)N3CCN(c4ccccc4F)CC3)CC2)cc1OC	i	i	i	i	i	-2	i	i	i	-16	-11
COc1cc(/C=N/Nc2ncnc3sc4c(c23)CCC4)ccc1O	i	i	i	i	·	·	i	i	i	70*	-4

Later entries.
SMILES	KCNQ1 inh	KCNK9 inh	TMEM16A act	RGS4 pot	TMEM16A inh	HDAC3 inh	KCNK3 block	RGS4 inh	KCNQ1 act	SKKanGAS inh	hERG protect
CCCN1CCC(=NNC(=O)CSc2cc(C)c(Br)cc2C)CC1	i	i	i	i	i	3	i	i	i	1	-10
COc1ccc(N(C)C(=O)c2cc3c(Cl)nc4ccccc4c3s2)cc1	i	i	i	i	i	-2	i	i	i	15	-16
Cc1ccc(-c2ccc(/C=N\NC(=O)c3cc4c(ccc5ccccc54)o3)o2)cc1[N+](=O)[O-]	i	i	i	i	i	-4	i	i	i	-2	-10
C/C(=N\NC(=S)NCc1ccccc1)c1ccco1	i	i	i	i	i	12	i	i	i	22	4.9*
O=C(c1cccs1)N1CCN(Cc2ccccc2)CC1	i	i	i	i	i	·	i	i	i	-2	-3
Cc1sc2ncn(CC(=O)N(C)C3CCCCC3)c(=O)c2c1C	i	i	i	i	i	·	i	i	i	18	-9
COc1cc(C(c2oc(CO)cc(=O)c2O)c2oc(CO)cc(=O)c2O)cc(OC)c1OC	i	i	i	i	i	2	i	i	i	0	-5
Cc1c(O)cc2n(c1=O)-c1ccccc1C2(C)C	i	i	i	i	i	-11	i	i	i	19	-2
O=C(CC1SCCNC1=O)Nc1cccc(Cl)c1 (stereo not drawn)	i	i	i	i	i	-10	i	i	i	-4	-9
COCC1CCN(C(=O)c2ccc(OC3CCN(Cc4ccccn4)CC3)cc2)C1 (stereo not drawn)	i	i	i	i	i	-5	i	i	i	-2	-5
NC(=O)c1cc(S(=O)(=O)NC2CCCCC2)co1	i	i	i	i	i	1	i	i	i	-6	-19
Cc1nnc2c(N3CCN(CCO)CC3)nc3ccccc3n12	i	i	i	i	i	9	i	i	i	7	-13
CC(C)NC(=O)c1ccc(CN2CCC(Cc3ccccc3)CC2)cc1	i	i	i	i	i	1	i	i	i	-3	-4
O=C(OCC#CCSc1nnc(-c2cccc3ccccc23)o1)c1cccs1	i	i	i	i	i	-5	i	i	i	8	-8
CC(C)CN(C(=O)c1cccc(S(=O)(=O)N2CCCCC2)c1)C1CCS(=O)(=O)C1 (stereo not drawn)	i	i	i	i	i	-4	i	i	i	0	-5
Cc1cc(C)nc(NC2=NCC(=O)N2c2cccc(Cl)c2)n1	i	i	i	i	i	-1	i	i	i	3	-15
COC(=O)c1cc(OC)c(OC)cc1NC(=O)Cn1nnc(-c2ccccc2Cl)n1	i	i	i	i	i	-4	i	i	i	1	-12
Cc1c(NC(=O)C(C)Sc2n[nH]c(N)n2)c(=O)n(-c2ccccc2)n1C (stereo not drawn)	i	i	i	i	i	1	i	i	i	7	-4
COc1ccc(OCCCC(=O)OCC(=O)Nc2ccc(Cl)cn2)cc1	i	i	i	i	i	10	i	i	i	-10	-5
CC(CC(F)(F)F)N1CCC(n2nccc2NC(=O)CCOc2ccccc2)CC1 (stereo not drawn)	i	i	i	i	i	11	i	i	i	0	-4
Cc1nc2ccccc2c(=O)n1NC(=O)c1ccccc1Cl	i	i	i	i	i	-2	i	i	i	-11	-6
COc1ccc(N(C(=O)c2snc(C(N)=O)c2N)C(C(=O)NCc2ccc(F)cc2)c2ccc(C)o2)c(OC)c1 (stereo not drawn)	i	i	i	i	i	8	i	i	i	0	-8
CSc1ccc(C(=O)C2CCCN(C(=O)Cn3cnnn3)C2)cc1 (stereo not drawn)	i	i	i	i	i	5	i	i	i	-2	1
Cc1nn(C)c(Cl)c1CN1CCC(Oc2ccc(C(=O)N3CCCC3)cc2)CC1	i	i	i	i	i	-2	i	i	i	0	-6
Cc1ccc(CCNC(=O)C2CCCN(S(=O)(=O)c3c(C)nn(C)c3C)C2)cc1 (stereo not drawn)	i	i	i	i	i	5	i	i	i	2	-9

Reprinted from the part before: 6 compounds, followed by the next part.
SMILES	KCNQ1 inh	KCNK9 inh	TMEM16A act	RGS4 pot	TMEM16A inh	HDAC3 inh	KCNK3 block	RGS4 inh	KCNQ1 act	SKKanGAS inh	hERG protect
CC(CC(F)(F)F)N1CCC(n2nccc2NC(=O)CCOc2ccccc2)CC1 (stereo not drawn)	i	i	i	i	i	11	i	i	i	0	-4
Cc1nc2ccccc2c(=O)n1NC(=O)c1ccccc1Cl	i	i	i	i	i	-2	i	i	i	-11	-6
COc1ccc(N(C(=O)c2snc(C(N)=O)c2N)C(C(=O)NCc2ccc(F)cc2)c2ccc(C)o2)c(OC)c1 (stereo not drawn)	i	i	i	i	i	8	i	i	i	0	-8
CSc1ccc(C(=O)C2CCCN(C(=O)Cn3cnnn3)C2)cc1 (stereo not drawn)	i	i	i	i	i	5	i	i	i	-2	1
Cc1nn(C)c(Cl)c1CN1CCC(Oc2ccc(C(=O)N3CCCC3)cc2)CC1	i	i	i	i	i	-2	i	i	i	0	-6
Cc1ccc(CCNC(=O)C2CCCN(S(=O)(=O)c3c(C)nn(C)c3C)C2)cc1 (stereo not drawn)	i	i	i	i	i	5	i	i	i	2	-9
CN=C1C([N+](=O)[O-])=CC=C2C1=NC1(CCCCC1)N2O	i	i	i	i	i	7	i	i	i	1	1
COc1ccc(OC)c(CCNC(=O)c2ccc(CS(=O)Cc3ccc(Cl)cc3)o2)c1 (stereo not drawn)	i	i	i	i	i	1	i	i	i	2	-12
COc1cc(OC)c(OC)cc1/C=N/NC(=O)c1ccc(CSc2nc(C)cc(C)n2)cc1	i	i	i	i	i	10	i	i	i	-5	-10
CC(=O)c1c(C)nn(-c2ccccc2)c1C	i	i	i	i	i	0	i	i	i	4	-11
O=C(CN1C(=O)C2CC=CCC2C1=O)NCC1COc2ccccc2O1 (stereo not drawn)	i	i	i	i	i	-8	i	i	i	3	-12
Nc1nc(-c2cccnc2)nn1C(=O)c1ccc(F)cc1	i	i	i	i	·	·	i	i	i	1	-10
Cn1ccnc1C1CCCCN1C(=O)c1cc(COc2ccc(F)cc2Cl)on1 (stereo not drawn)	i	i	i	-7.4*	i	-11	i	i	i	-14	-18
CCn1cc(/C=N\NC(=O)c2ccc(F)cc2)cn1	i	i	i	i	i	7	i	i	i	-4	-5
Cc1ccc2cc(C#N)c(N3CCN(C)CC3)nc2c1	i	i	i	i	i	-19	i	i	i	2	0
CC(C)=CCN1CCN(Cc2nc(-c3ccc(F)cc3)cs2)CC1CCO (stereo not drawn)	i	i	i	i	i	·	i	i	i	-1	-14
Cc1ccnc(NC2OC(=O)c3ccccc32)c1 (stereo not drawn)	i	i	i	i	i	1	i	i	i	-7	-8
Cc1ccccc1CNC(=O)/C=C\C(=O)O	i	i	i	i	i	-6	i	i	i	-1	1
